PERK inh – human PERK inhibition, primary cell-based screen. inhibition, % at 5.6 µM. Q9NZJ5. CHO PERK-DD fusion, SEAP luminescence translation reporter. hit rate 0.17% among 220,000;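 active means inhibition above the mean inhibition of all tested compounds plus 3 SD, set separately per screening campaign, cut at about 2.9% in these data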;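 further: PERK kinase domain activated by AP20187 dimerizer at 100 nM; 0% = DMSO with dimerizer and 100% = rapamycin at 8.4 µM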
p97 inhibitor – blocks human p97 ATPase activity; recombinant p97 ATPase, Kinase-Glo ATP luminescence, 3 h; AID 1481; inhibition, % at 8 µM; P55072; hit rate 0.42% among 220,000; in the data active means inhibition above about 15%;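 further: 0% = DMSO vehicle and 100% = wells lacking enzyme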
FXIIa inh 1536 – blocks human coagulation factor XIIa protease activity; purified FXIIa, Boc-QGR-AMC fluorogenic substrate, 2 h; inhibition, % at 5 µM; hit rate 0.3% among 220,000; in the data active means inhibition above about 40%;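 further: 0% = enzyme with no compound and 100% = blank without enzyme; many of its hits are not listed in these tables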
Cl transport mod – KCC2 (human) Cl- transport modulation; Q9H2X9; B-score of Tl+ flux slope (higher = more flux/activation; lower = inhibition) at 10 µM; KCC2 cells, thallium flux FluoZin-2 fluorescence; hit rate 2.2% among 190,000;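 active means thallium flux slope and its plate-corrected score both differing from the plate sample mean at a set confidence after two filtering rounds, in either direction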;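 further: slope of fluorescence scaled to starting intensity during 10 to 20 s after thallium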
Wee1 stabilizer – human Wee1 degradation inhibition, primary screen; P30291; HeLa Luc-Wee1K328M stability, luciferase luminescence; 100% = proteasome inhibitor MG132 effect; reporter increase, % at 5 µM; hit rate 1.2% among 220,000; AID 1321;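 active means activation above the mean of all tested compounds plus 3 SD, set per screening run, cut at about 8.8% in these data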;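 further: cells exposed to compound for 20 h before luminescence read; 0% = DMSO alone and 100% = MG132 at 30 µM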
KLK5 inh – inhibitors of human kallikrein 5; Q9Y337; recombinant hK5, fluorogenic AMC substrate cleavage; inhibition, % at 5 µM; hit rate 0.59% among 210,000; AID 873;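 active means inhibition of 40% or more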;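 further: 0% = enzyme controls without compound and 100% = no-enzyme blanks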
Target sequence (Q9Y337 67-293 limits assumed): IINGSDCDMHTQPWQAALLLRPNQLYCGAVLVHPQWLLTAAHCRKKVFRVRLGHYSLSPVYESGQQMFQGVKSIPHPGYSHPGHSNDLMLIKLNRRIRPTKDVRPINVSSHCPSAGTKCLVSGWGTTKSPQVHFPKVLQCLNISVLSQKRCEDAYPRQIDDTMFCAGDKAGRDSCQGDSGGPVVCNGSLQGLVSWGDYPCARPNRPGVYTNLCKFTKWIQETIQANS
FXIa inh 1536 – factor XIa (human) inhibition; P03951; purified FXIa, Boc-Glu-Ala-Arg-AMC fluorogenic substrate; inhibition, % at 5 µM; hit rate 0.14% among 220,000;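 active means inhibition of at least 40%; inactive means inhibition below 40%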;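 further: fluorescence of freed AMC excited at 355 nm; 0% = enzyme without compound and 100% = no enzyme blank; many of its hits are not listed in these tables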
thrombin 1536 – blocks human thrombin protease activity. alpha-thrombin, Boc-VPR-AMC fluorogenic substrate cleavage. P00734. inhibition, % at 5 µM. AID 1046. hit rate 0.26% among 220,000;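 active means inhibition at or above 40%; inactive means inhibition below 40%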;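 further: 0% = enzyme with no compound and 100% = wells without enzyme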
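System – human alpha-thrombin · Medium – pH 7.5 Tris (50 mM) with NaCl 150 mM, Tween 20 0.05% · Compound – single-point dosing at 5 µM, 0.2% DMSO · Incubation – enzyme reaction carried out at room temperature · Technique – fluorescence of released AMC, ex 355 nm, em 460 nm · Read-out basis – % inhibition of thrombin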
Furin inh – inhibitors of human furin; hit rate 0.061% among 220,000; inhibition, % at 30 µM; P09958; purified furin, fluorogenic substrate cleavage; in the data active means inhibition above about 25%; further: inactives centre near -15
Target sequence (P09958 108-714 limits assumed): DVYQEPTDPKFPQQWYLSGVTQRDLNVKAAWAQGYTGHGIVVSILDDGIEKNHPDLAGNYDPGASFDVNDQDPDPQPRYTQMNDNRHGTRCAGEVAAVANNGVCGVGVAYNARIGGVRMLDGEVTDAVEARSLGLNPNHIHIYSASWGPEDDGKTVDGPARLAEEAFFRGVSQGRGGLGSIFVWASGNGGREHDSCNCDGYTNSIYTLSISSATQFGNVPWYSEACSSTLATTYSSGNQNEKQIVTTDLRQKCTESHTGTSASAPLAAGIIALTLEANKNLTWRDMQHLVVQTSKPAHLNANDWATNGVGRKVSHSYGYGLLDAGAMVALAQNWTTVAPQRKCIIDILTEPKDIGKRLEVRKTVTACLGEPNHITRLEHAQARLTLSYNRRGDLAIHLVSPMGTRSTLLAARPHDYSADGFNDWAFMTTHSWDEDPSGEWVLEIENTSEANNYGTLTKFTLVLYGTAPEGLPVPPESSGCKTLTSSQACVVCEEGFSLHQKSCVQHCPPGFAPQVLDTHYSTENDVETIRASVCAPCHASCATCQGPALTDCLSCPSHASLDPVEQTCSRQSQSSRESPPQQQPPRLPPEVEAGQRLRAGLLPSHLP
An asterisk follows results filed as active; / = not tested or not shown; [ ] = remark or other dose. Rows are unselected; overall some 4.4% were active at least once.

SMILES	PERK inh	p97 inhibitor	FXIIa inh 1536	Cl transport mod	Wee1 stabilizer	KLK5 inh	FXIa inh 1536	thrombin 1536	Furin inh
CCOC(=O)N1CCN(C(=O)Nc2sc3nc4n(c(=O)c3c2C)CCC(C)CC4)CC1 (centres undefined)	-0.8	-3	14	-0.34	-3	-2	4	0	-23
NC(=O)c1c(NC(=O)Cn2cnc([N+](=O)[O-])n2)sc2c1CCCC2	0.8	-2	2	0.94	2	-6	-5	-6	-20
Cc1c(Oc2ccc(C(F)(F)F)cc2[N+](=O)[O-])ccc2c3c(c(=O)oc12)CCC3	0.4	6	7	-0.76	0	-25	6	-3	-28
O=C(NCCc1ccccc1)C(=O)N/N=C/c1ccc2c(c1)OCO2	-0.2	-2	7	-1.3	0	-17	-3	-1	0[20 µM]
CC(=O)Nc1n[nH]c(S(=O)(=O)Cc2ccc(Cl)cc2Cl)n1	0.5	4	/	/	3	/	/	/	-21
CCCCCCCCn1cc(C(C)=O)c(=O)[nH]c1=O	0.5	2	16	-0.35	1	-4	3	3	-10[20 µM]
COc1ccc(-n2ncc3c(NCCN4CCOCC4)ncnc32)cc1	-1.5	-5	2	-1	-2	-8	-9	-2	-4[20 µM]
CCC(C)(NC(=O)c1ccccn1)C(=O)NC1CCCCC1 (centres undefined)	-0.1	0	13	/	-1	-1	2	4	-21
CCC1CCCCN1C(=S)Nc1ccc(C(C)=O)cc1 (centres undefined)	2.5	3	9	1.3	1	-10	12	-4	-17
CS(=O)(=O)N(CC(=O)N/N=C/c1ccc(OCC(=O)N2CCOCC2)cc1)c1ccccc1Cl	0.1	4	17	-0.047	1	-21	2	-4	-10
O=[N+]([O-])c1cc(Br)c(O)c(/C=N/Nc2nc3ccccc3s2)c1	0.9	3	9	-0.41	-1	-4	0	-2	-12
CCOC(=O)Cn1c(=O)n(Cc2ccco2)c(=O)c2ccc(C(=O)NCCc3ccccc3)cc21	-0.7	6	9	/	-3	-3	4	2	-15
COc1ccc(C2=NNC(=O)CC2)cc1	0.5	8	9	1.3	-1	-17	11	-5	-6
Cc1cccc(N=N/C(=C\O)C(=O)c2cccs2)c1	0.2	1	3	0.33	1	0	-3	-13	-15
Cc1ccc(CSCCNC(=O)c2ccc(N(C)S(=O)(=O)c3ccccc3)cc2)cc1	-0.8	-7	4	/	3	-7	-3	-7	5[20 µM]
CC(C)c1ccc(S(=O)(=O)/N=C2/C=CC(=O)c3ccccc32)cc1	1.6	8	12	1.1	0	/	3	-1	2
C/C(=C\c1ccccc1)CN(C)CCN(C)C	1.3	4	6	/	-2	-18	-9	-2	-31
COC(=O)Nc1ccc(S(=O)(=O)N(C)C)cc1	1.1	-1	0	0.98	-1	21	-4	-4	-10[20 µM]
CCOc1ccc(NC(=O)C2CC(=O)NC(N3CCc4ccccc43)=N2)cc1 (centres undefined)	0.5	-4	7	-2.3	1	-5	-7	-12	-7
Cc1cc2ccccn2c1C(=O)c1cc([N+](=O)[O-])cc([N+](=O)[O-])c1	-0.3	6	-2	-3.3	8	-5	-4	-10	3
Cc1cccc2sc(NC(=O)Cn3cccc3)nc12	-1.0	4	13	12*	0	-9	6	-7	-20
O=C(COc1ccc(Cl)cc1Br)N1CCN(c2ccccc2)CC1	1.3	1	3	0.44	-3	0	2	-1	-25
O=C(Nc1ccc2ccccc2c1)/C(=C\c1ccc2c(c1)OCO2)NC(=O)c1ccco1	-0.6	9	14	0.1	-1	-2	5	-4	-20
CC(C)C(=O)NN(C(=O)C(C)C)c1nc2ccccc2s1	-0.5	1	1	0.31	-3	-2	-1	-13	-22
Cc1[nH]c(=S)[nH]c(=O)c1CCCO	-0.5	-6	2	/	-2	-5	-5	-2	-15
O=S(=O)(c1cc(Cl)ccc1Cl)n1cccn1	-0.1	3	5	-0.074	-1	0	-6	-3	-5
COc1ccc(N(CC(=O)NCc2ccccc2)S(=O)(=O)c2c(C)nn(C)c2C)cc1	0.1	5	10	1.6	-1	-23	1	-5	-21
CCOC(=O)c1c(C)[nH]c(C(=O)N2CCCC(C(=O)c3ccccc3OC)C2)c1C (centres undefined)	-1.6	1	12	-0.18	1	4	5	2	-16
COc1ccc(OC)c(CN2CCN(c3ccccc3OC)CC2)c1	0.4	-1	6	8.8*	0	-13	-4	-1	-10
COc1ccc2cc(-c3cc(C(=O)O)c4ccccc4n3)ccc2c1	0.5	-9	12	/	1	-30	17	2	1[20 µM]

16 entries out of the list, ordered by molecular weight, high to low.
SMILES	PERK inh	p97 inhibitor	FXIIa inh 1536	Cl transport mod	Wee1 stabilizer	KLK5 inh	FXIa inh 1536	thrombin 1536	Furin inh
CS(=O)(=O)N(CC(=O)N/N=C/c1ccc(OCC(=O)N2CCOCC2)cc1)c1ccccc1Cl	0.1	4	17	-0.047	1	-21	2	-4	-10
CCOC(=O)N1CCN(C(=O)Nc2sc3nc4n(c(=O)c3c2C)CCC(C)CC4)CC1 (centres undefined)	-0.8	-3	14	-0.34	-3	-2	4	0	-23
COc1ccc(N(CC(=O)NCc2ccccc2)S(=O)(=O)c2c(C)nn(C)c2C)cc1	0.1	5	10	1.6	-1	-23	1	-5	-21
O=[N+]([O-])c1cc(Br)c(O)c(/C=N/Nc2nc3ccccc3s2)c1	0.9	3	9	-0.41	-1	-4	0	-2	-12
CCOc1ccc(NC(=O)C2CC(=O)NC(N3CCc4ccccc43)=N2)cc1 (centres undefined)	0.5	-4	7	-2.3	1	-5	-7	-12	-7
CC(=O)Nc1n[nH]c(S(=O)(=O)Cc2ccc(Cl)cc2Cl)n1	0.5	4	/	/	3	/	/	/	-21
COc1ccc(OC)c(CN2CCN(c3ccccc3OC)CC2)c1	0.4	-1	6	8.8*	0	-13	-4	-1	-10
O=C(NCCc1ccccc1)C(=O)N/N=C/c1ccc2c(c1)OCO2	-0.2	-2	7	-1.3	0	-17	-3	-1	0[20 µM]
COc1ccc2cc(-c3cc(C(=O)O)c4ccccc4n3)ccc2c1	0.5	-9	12	/	1	-30	17	2	1[20 µM]
CC(C)C(=O)NN(C(=O)C(C)C)c1nc2ccccc2s1	-0.5	1	1	0.31	-3	-2	-1	-13	-22
CCC(C)(NC(=O)c1ccccn1)C(=O)NC1CCCCC1 (centres undefined)	-0.1	0	13	/	-1	-1	2	4	-21
O=S(=O)(c1cc(Cl)ccc1Cl)n1cccn1	-0.1	3	5	-0.074	-1	0	-6	-3	-5
Cc1cccc(N=N/C(=C\O)C(=O)c2cccs2)c1	0.2	1	3	0.33	1	0	-3	-13	-15
Cc1cccc2sc(NC(=O)Cn3cccc3)nc12	-1.0	4	13	12*	0	-9	6	-7	-20
C/C(=C\c1ccccc1)CN(C)CCN(C)C	1.3	4	6	/	-2	-18	-9	-2	-31
Cc1[nH]c(=S)[nH]c(=O)c1CCCO	-0.5	-6	2	/	-2	-5	-5	-2	-15

Additional compounds.
SMILES	PERK inh	p97 inhibitor	FXIIa inh 1536	Cl transport mod	Wee1 stabilizer	KLK5 inh	FXIa inh 1536	thrombin 1536	Furin inh
COc1ccc(O[C@H]2C=C[C@@H](c3ccccc3)O[C@@H]2COC(=O)CC/C(C)=N/O[C@H](C)c2cn([C@@H]3COC[C@H]3O)nn2)cc1	-0.7	-7	11	-2.1	-1	-10	4	-1	-13
O=C(CN1CCOCC1)Nc1cccc(Cl)c1Cl	0.4	3	-7	0.17	-3	2	0	0	-16
CN(C)c1cc(-c2ccccc2)nc(N)n1	/	/	6	0.17	/	9	-5	0	-17
Cn1c(SCc2ccc(Br)cc2)nnc1-c1cccs1	-0.7	5	4	0.19	0	3	-1	-1	-17
CCN(C(=O)CN1CCN(Cc2ccccc2)CC1)c1c(N)n(Cc2ccccc2)c(=O)[nH]c1=O	0.8	4	6	0.34	4	-10	2	-7	-24
Nc1c(C(=O)NC2CCCC2)sc2nc(-c3cccs3)ccc12	-0.4	5	5	0.66	1	0	-3	-6	1
Cc1cc(NC(=O)Cc2ccccc2)no1	0.3	1	11	1.3	0	-10	6	0	-14
CC(C)(C)NC(=O)CCC1COc2ccccc2O1 (centres undefined)	-1.0	-1	3	/	-3	4	10	-4	-3[20 µM]
CCC(Oc1ccccc1)C(=O)NCc1cccnc1 (centres undefined)	2.6	5	17	1.2	-2	-10	5	1	-24[20 µM]
CCOC(=O)c1c(O)c2ccccc2n(-c2ccccc2)c1=O	1.2	5	7	-1.7	3	0	7	-7	-25
CN(C)S(=O)(=O)c1cc(NC(=O)CSc2ncc(C(F)(F)F)cc2Cl)ccc1Cl	1.4	1	5	50*	1	-16	-6	-6	-34
Cc1oc(/N=C/c2ccc(Cl)cc2)c(C#N)c1C	1.0	2	23	-0.013	-1	-16	2	-9	-32
COc1ccc(OCCCC(=O)NC(C)c2ccccc2)cc1 (centres undefined)	0.0	-3	11	0.36	-2	3	-4	-3	-13[20 µM]
COc1cccc(N2CCCn3c2nc2c3c(=O)n(CCN3CCOCC3)c(=O)n2C)c1	-0.1	5	23	/	-5	-10	2	-6	-20
COc1ccccc1N1C(=O)C2CC=CC(C)C2C1=O (centres undefined)	0.8	4	8	0.69	-3	-8	1	-1	-5
COc1ccc(NC(=O)c2cc([N+](=O)[O-])ccc2N2CCCC2)cc1	0.7	0	15	-0.51	8	/	2	2	-16
COc1cc(CNCCc2ccc(S(N)(=O)=O)cc2)ccc1OCc1ccc(Cl)cc1	-0.8	4	-15	0.31	-1	2	-17	-6	-22[20 µM]
O=C(CC1C(=O)NCCN1Cc1ccoc1)NCc1cccc(OC(F)(F)F)c1 (centres undefined)	0.7	-2	11	0.21	5	2	2	4	-18
CC1(C)CC(=O)C(C=NCCO)=C(O)C1	0.5	4	4	-0.2	7	0	2	-6	-23[20 µM]
COc1cc(C(C)=O)ccc1Oc1ncnc2c1cnn2-c1ccc(C)c(C)c1	0.5	4	7	-0.86	5	0	3	-8	-17
CCOC(=O)c1c(C=O)c2ccccc2n1CC	0.9	0	10	-0.0023	6	2	3	-6	-2
Nc1nnc(SCC(=O)N2CCc3ccccc32)n1-c1ccccc1	0.9	1	4	0.1	1	1	1	-8	-19[20 µM]
O=C(Nc1ccc(N2CCN(C(=O)c3cccs3)CC2)c(Cl)c1)c1cccnc1	-1.3	4	1	-1.4	0	-8	-5	-6	-17
N#Cc1c(-c2cccc(Cl)c2)[nH]c(=S)[nH]c1=O	-0.2	10	2	-1	4	-1	-2	1	-2
c1ccn2c(c1)nc1c2nc2ccccn21	1.0	-5	-81	1.7	-2	-362	-15	-13	-144
CCC12CSc3nc(Cl)ccc3N1C(=O)C(=O)N2C (centres undefined)	1.3	-2	4	/	1	-3	-2	-2	-11
COCCN1Cc2cccc(C(=O)NC(C)c3cccs3)c2C1=O (centres undefined)	-1.1	7	-24	/	4	-2	-10	-2	-18[20 µM]
CS(=O)(=O)N(CC(=O)NCc1ccco1)c1ccc(OCc2ccccc2)cc1	0.1	6	4	-0.6	0	-1	0	-2	-2
Cn1cc(C(c2ccccn2)c2cn(C)c3ccccc23)c2ccccc21	-0.1	4	8	-0.83	4	-3	-1	-5	-21[20 µM]
CN(C)S(=O)(=O)c1ccc(C(=O)Nc2nnc(Cc3ccccc3)s2)cc1	1.7	2	7	0.28	0	-18	-6	-9	-12[20 µM]

High-throughput results as filed in PubChem.
